RAD54 inh: RAD54 (human) branch migration inhibition | Q92698 | RAD54 Holliday junction branch migration, FAM/BHQ fluorescence | inhibition, % at 10.4 µM | 360,000 tested, 0.14% active | AID 602329;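 active = mean normalized replicate activity at least 40 and at least half of replicates scoring 40 or more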;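 note: 0% = median of neutral control wells and 100% = median of positive control wells; inhibitors cause a drop in the FAM fluorescence signal; in these data hits start at about 50%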
esBAF inh: inhibitors of esBAF chromatin remodeling in mouse ES cells. Bmi1-luciferase knock-in reporter, 24 h; 100% = twice the neutral-well signal. reporter increase, % at 12.5 µM. 350,000 tested, 2% active. AID 602393; in the data active = activation above about 40%;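 note: 0% = median of the plate's neutral control wells and 100% = double that signal; a rise in the Bmi1 reporter signal indicates esBAF inhibition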
XiGFP reactiv: activators of X-chromosome reactivation in mouse fibroblasts | XiGFP mouse fibroblasts, % GFP-positive cells imaging, 3 d; cells co-treated with 5-aza-dC sensitizer; scaled so ellipticine positive control = 100% | activation, % at 7.58 µM | 360,000 tested, 0.055% active | AID 743238;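 active = mean normalized replicate activation at least 10% and every replicate at or above 10%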;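 note: 0% = median of on-plate neutral control wells and 100% = ellipticine 6 µM median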
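Material: XiGFP fibroblasts, SV40-immortalized; Buffer or medium: DMEM containing 5-aza-dC; Compound dosing: single point; Times: 3 days compound exposure.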
ERAP1 inh: blocks human ERAP1 aminopeptidase activity; recombinant ERAP1, Leu-AMC fluorescence, 60 min; inhibition, % at 10.7 µM; 340,000 tested, 0.15% active;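 active = mean replicate inhibition of at least 30%, or all replicates individually reaching that 30% level; inactive = mean below 30% and not every replicate reaching it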;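 note: 0% = neutral control wells and 100% = L-leucinethiol positive control wells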
Target sequence (Q9NZ08 whole entry, looked up): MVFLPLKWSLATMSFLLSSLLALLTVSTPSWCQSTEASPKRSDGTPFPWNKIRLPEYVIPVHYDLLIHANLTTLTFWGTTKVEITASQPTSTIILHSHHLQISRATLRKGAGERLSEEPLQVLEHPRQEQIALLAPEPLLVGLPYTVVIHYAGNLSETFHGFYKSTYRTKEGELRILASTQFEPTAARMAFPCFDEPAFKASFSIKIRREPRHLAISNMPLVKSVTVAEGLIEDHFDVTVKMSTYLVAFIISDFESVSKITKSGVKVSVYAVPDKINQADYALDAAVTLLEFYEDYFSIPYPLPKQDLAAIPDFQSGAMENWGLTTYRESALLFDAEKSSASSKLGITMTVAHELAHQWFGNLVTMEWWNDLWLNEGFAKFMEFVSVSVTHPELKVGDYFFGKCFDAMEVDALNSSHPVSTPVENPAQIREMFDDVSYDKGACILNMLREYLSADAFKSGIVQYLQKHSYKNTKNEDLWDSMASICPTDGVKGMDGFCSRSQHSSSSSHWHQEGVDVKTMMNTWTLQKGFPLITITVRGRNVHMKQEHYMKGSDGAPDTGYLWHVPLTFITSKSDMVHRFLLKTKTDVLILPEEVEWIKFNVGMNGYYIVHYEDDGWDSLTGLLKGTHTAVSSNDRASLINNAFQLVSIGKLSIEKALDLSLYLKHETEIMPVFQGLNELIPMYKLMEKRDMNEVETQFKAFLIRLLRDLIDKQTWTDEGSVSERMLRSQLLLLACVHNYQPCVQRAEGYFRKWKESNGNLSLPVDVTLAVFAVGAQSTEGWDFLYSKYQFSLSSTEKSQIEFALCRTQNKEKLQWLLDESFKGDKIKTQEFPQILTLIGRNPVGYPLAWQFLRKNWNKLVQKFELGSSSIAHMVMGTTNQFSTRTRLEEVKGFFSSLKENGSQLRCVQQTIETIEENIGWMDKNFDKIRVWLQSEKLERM
RAD52 inh: blocks human RAD52 DNA annealing; recombinant RAD52 DNA annealing, FRET fluorescence; inhibition, % at 18.7 µM; 360,000 tested, 0.46% active; P43351;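 active = every replicate showing at least 50% inhibition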
ARNT TACC3 PPI: disrupts binding between human ARNT and TACC3; 390,000 tested, 0.66% active; Q9Y6A5; inhibition, % at 9.99 µM; AID 623870; AlphaScreen His-ARNT PAS-B/GST-TACC3 binding, luminescence; TACC3 fragment carries E629A point mutation;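 active = mean inhibition of replicates at least 50% and at least half of replicates each reaching 50%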;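 note: 0% = complete ARNT plus TACC3 wells and 100% = ARNT alone without TACC3; many hits fall short of the cut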
CFTR F508del cor: correctors of CFTR F508del function in bronchial epithelial cells | CFBE cells, YFP halide quenching; stimulated with forskolin plus potentiator P3; % fluorescence drop versus neutral controls | activity (quench increase), % at 7.58 µM | 350,000 tested, 0.36% active;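 active = mean added fluorescence quench of at least 8% versus neutral control, with both replicates also reaching 8%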;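 note: cells transiently co-express mutant CFTR-F508del with the halide-sensitive YFP; corrector assay measuring rescue of mutant channel to the surface after 24 h compound exposure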
INS-1E GSIS act: primary screen for activators of insulin secretion dependent on glucose, INS-1E cells, GLuc reporter luminescence | INS-1E GLuc reporter insulin secretion, 2-3 h | activation, % at 16.6 µM | 370,000 tested, 0.61% active | AID 743287;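 active = lowest replicate activation of at least 40%, so every replicate reaches that level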;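 note: 0% = median of neutral control wells and 100% = median of IBMX positive control wells; some compounds called inactive have numbers as strong as hits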
An asterisk follows results filed as active; / = no result given.

SMILES | RAD54 inh | esBAF inh | XiGFP reactiv | ERAP1 inh | RAD52 inh | ARNT TACC3 PPI | CFTR F508del cor | INS-1E GSIS act
O=C(COC(=O)/C=C/c1cccc(C(F)(F)F)c1)NCCN1C(=O)CSC1=O | 8 | -7 | 0.0 | 1 | -4 | -7 | -6.7 | -9
Cn1cnc(S(=O)(=O)N[C@@H]2C=C[C@H](CC(=O)NCC3CC3)O[C@@H]2CO)c1 | -4 | 6 | -0.5 | 1 | -4 | -10 | 2.2 | 7
O=C(C[C@@H]1C[C@@H]2c3cc(NC(=O)CC4CC4)ccc3O[C@@H]2[C@H](CO)O1)NCc1ccc2c(c1)OCO2 | -3 | -6 | 0.0 | 0 | 8 | / | -2.4 | -5
COc1cccc(OCc2cc(C(=O)N(C)Cc3nccn3C)no2)c1 | -8 | 69* | 0.2 | 0 | -5 | -2 | 2.2 | 12
COc1ccc2cc(/C=N/NC(=O)CN(c3ccccc3C)S(=O)(=O)c3ccccc3)c(Cl)nc2c1 | 7 | / | 0.0 | 8 | -126 | -5 | -6.0 | -2
CO[C@@H](CN(C)Cc1cc(F)ccc1F)[C@@H](C)CN([C@@H](C)CO)S(=O)(=O)c1ccc(C)cc1 | -9 | 3 | 0.1 | -1 | -9 | -2 | -0.6 | -14
O=C(NCc1ccc(Cl)cc1)NCc1ccc(Cl)cc1 | / | -4 | 0.0 | -4 | 3 | -9 | 0.8 | 3
COc1cccc(-c2ncc3ccccc3c2COC(=O)N2CCCCC2)c1 | -7 | 2 | 0.0 | -1 | -31 | 12 | -3.4 | 8
COc1ccc(NC(=O)Nc2cc(C)ccc2F)cc1 | -10 | 123* | / | 2 | 6 | -1 | / | 7
O=C(O)/C=C/C(=O)Nc1ccc(OC(F)(F)Cl)cc1 | / | / | 0.0 | -6 | -16 | 4 | 3.0 | 2
O=C(Cn1cc(C(=O)C2CC2)c2ccccc21)NCC1CCCO1 (configuration not stated) | -6 | 0 | / | / | / | -2 | / | 17
N#Cc1ccc(S(=O)(=O)N2CCCN(c3nc4ccc(Cl)cc4s3)CC2)cc1 | -3 | 1 | 0.0 | 6 | -6 | -2 | -2.9 | -3
COc1ccc(-n2c(Cc3cccn3C)nnc2SCC(=O)NCc2ccccc2Cl)cc1 | -7 | 0 | 0.3 | / | -67 | / | 1.4 | 4
CCS(=O)(=O)N1CC2(C1)[C@H](c1ccccc1)[C@@H](CO)N2C(=O)C1CCC1 | / | / | 0.2 | 4 | -14 | / | -4.9 | 4
Cc1ccc(-n2c(-c3cccc(C)c3)n[nH]c2=S)cc1 | 3 | -1 | / | -2 | 0 | / | 1.1 | 14
CCOC(=O)N1CCN(C(=O)CSc2ccc3nnc(CCNC(=O)c4ccc(OC)cc4)n3n2)CC1 | / | -9 | -0.1 | 6 | -1 | -2 | 2.5 | -3
C[C@@H]1CN([C@@H](C)CO)C(=O)c2cc(-c3cccc(F)c3)cnc2O[C@@H]1CN(C)C(=O)c1ccccn1 | 2 | 2 | 0.0 | -2 | 6 | 1 | 2.7 | 14
Cc1cccn2c(=O)c(C=C(C#N)C#N)c(N3CCN(c4ccccc4)CC3)nc12 | / | -8 | 0.0 | 1 | -19 | -2 | -1.6 | -4
COc1ccc(CN2c3ccccc3C(=O)CS2(=O)=O)cc1OC | / | / | 0.0 | -4 | -19 | / | 2.9 | 4
CCn1nc(C(=O)Nc2ccc(S(=O)(=O)Nc3ncccn3)cc2)c2ccccc2c1=O | / | / | 0.1 | 8 | -35 | 2 | / | 3
CC(C)NC(=O)C1CC(=O)N(CCc2ccc(F)cc2)C1 (configuration not stated) | -12 | -14 | 0.0 | 10 | 2 | / | 0.7 | -1
COc1ccc(NC(=O)N(C)C[C@H]2OCCCC[C@H](C)Oc3ccc(NC(=O)Nc4ccc(C(F)(F)F)cc4)cc3C(=O)N([C@H](C)CO)C[C@@H]2C)cc1 | -8 | 3 | 0.4 | 0 | -5 | 2 | 3.2 | 7
CCc1ccc(OCCOCC(O)CNC2CCCC2)cc1 (configuration not stated) | / | / | 0.0 | 1 | -10 | -3 | -0.2 | 14
COc1ccc(S(=O)(=O)N2CCOCC2)cc1NC(=O)COc1ccc2ccc(=O)oc2c1 | -5 | -9 | 0.5 | 5 | -47 | 1 | 0.9 | -2
COc1ccc(NC(=O)N(C)C[C@@H]2Oc3ccc(NC(=O)CCCCCC(=O)Nc4ccccc4N)cc3C(=O)N([C@H](C)CO)C[C@@H]2C)cc1 | / | / | 0.2 | 1 | -21 | / | -1.9 | -3
CCN(CC)C(=O)CS(=O)CC(=O)Nc1cc(OCCOC)c(Cl)cc1Cl (configuration not stated) | / | / | 0.4 | 1 | -18 | / | 1.5 | 9
COCCCN1C(=O)c2[nH]nc(-c3cc(C)cc(C)c3O)c2C1c1ccc(O)c(OC)c1 (configuration not stated) | -2 | 14 | / | 7 | -7 | 3 | / | 5
O=C(NC(=S)Nc1ccc(S(=O)(=O)Nc2nccs2)cc1)c1cccnc1 | / | / | 0.0 | -1 | -46 | -3 | -1.0 | 8
COCCn1c(SCC(=O)c2c(-c3ccccc3)n(C)c3ccccc23)nnc1-c1ccncc1 | -14 | / | 0.3 | / | / | 15 | / | 15
COc1ccc(CCNC(=O)CSc2ccc(-c3ccco3)nn2)cc1 | / | / | -0.1 | -3 | -15 | -2 | -0.6 | -13
NC(=O)c1ccc(NC(=O)COc2cccc3ccccc23)cc1 | -2 | -6 | -0.1 | -2 | -10 | -7 | 3.9 | 14
Cc1cc(/C=C2\C(=N)N3N=C(C(C)C)SC3=NC2=O)c(C)n1-c1ccccc1 | / | / | 0.0 | 0 | -23 | -8 | -1.0 | 1
COCCNC(=S)N1CCOCC1 | -10 | / | 0.2 | -1 | 3 | -31 | / | 35
COC1=CC(C)C2CC3OC(=O)CC4C(C)=C(OC)C(=O)C(C2(C)C1=O)C34C (configuration not stated) | 11 | -3 | -0.1 | -1 | -16 | / | -0.7 | 0
COc1ccc(-c2cc(-c3cccs3)nc3sc(C#N)c(N)c23)cc1 | / | / | 0.7 | -1 | -35 | 36 | 2.7 | 7
Cc1cc(C)nc(/N=C(\N)N2CCc3ccccc32)n1 | 16 | -7 | 0.1 | 0 | -1 | -7 | -1.4 | 16

Three records drawn at random from the list so far, as already listed:
SMILES | RAD54 inh | esBAF inh | XiGFP reactiv | ERAP1 inh | RAD52 inh | ARNT TACC3 PPI | CFTR F508del cor | INS-1E GSIS act
COCCNC(=S)N1CCOCC1 | -10 | / | 0.2 | -1 | 3 | -31 | / | 35
Cc1cc(C)nc(/N=C(\N)N2CCc3ccccc32)n1 | 16 | -7 | 0.1 | 0 | -1 | -7 | -1.4 | 16
NC(=O)c1ccc(NC(=O)COc2cccc3ccccc23)cc1 | -2 | -6 | -0.1 | -2 | -10 | -7 | 3.9 | 14

Remaining list, next part
SMILES | RAD54 inh | esBAF inh | XiGFP reactiv | ERAP1 inh | RAD52 inh | ARNT TACC3 PPI | CFTR F508del cor | INS-1E GSIS act
Cc1oc(-c2ccc(Cl)cc2)nc1CS(=O)CC(=O)NCc1ccccc1 (configuration not stated) | -6 | -6 | 0.0 | -1 | -16 | / | -0.2 | 34
O=C(CNc1cccc(S(=O)(=O)N2CCCC2)c1)Nc1ccc(C(F)(F)F)cc1 | / | / | -0.7 | -1 | -7 | -3 | -5.5 | -41
CCN1CCc2c(OCC(=O)N3CCC(C)CC3)cccc2C1=O | -4 | 10 | -0.1 | -4 | -24 | -3 | -2.6 | 10
N#C[C@@H]1[C@H](c2ccccc2)[C@H](CO)N1C(=O)C1CCCC1 | -7 | -7 | 0.2 | -3 | -4 | 8 | 0.1 | 7
O=C(CCN1CCCC1=O)NC1CCCc2c1cnn2-c1ccc(F)cc1F (configuration not stated) | 7 | 11 | 0.0 | 0 | -4 | -3 | -0.5 | 6
COc1ccc(-c2cc(C)no2)cc1S(=O)(=O)NCC(C)c1ccccc1 (configuration not stated) | -5 | -3 | 0.3 | -2 | -17 | -5 | -1.1 | -7
CCN(CC1CCCN(CCc2cccc(F)c2)C1)C(=O)c1ccoc1C (configuration not stated) | 4 | 4 | 0.1 | -2 | -18 | / | 2.2 | -1
CN(C)c1ccc(S(=O)(=O)NCC(=O)OCC(=O)Nc2cccc(Cl)c2)cc1[N+](=O)[O-] | -9 | -7 | 0.0 | -1 | -6 | 1 | -1.1 | -10
NC(=O)COC(=O)CC(c1ccccc1)c1ccccc1 | / | / | 0.1 | -1 | -8 | -1 | -0.8 | 21
COc1cc(CN2CCCC(C(=O)c3ccc(SC)cc3)C2)cc(Cl)c1O (configuration not stated) | -4 | -3 | 0.1 | 0 | -10 | -1 | 0.3 | -29
Nc1nc2sc3c(c2c(=O)s1)CCCC3 | 7 | 36 | / | 6 | 0 | -30 | -0.2 | 21
CCC(=O)N1C[C@H](C)[C@H](OC)CN(C)C(=O)c2cc(NC(=O)C3CC3)ccc2OC[C@@H]1C | 8 | 3 | -0.3 | 1 | -9 | -10 | 1.3 | -8

3 entries from above, arranged by the number in esBAF inh, falling.
structure | esBAF inh
Nc1nc2sc3c(c2c(=O)s1)CCCC3 | 36
CCN1CCc2c(OCC(=O)N3CCC(C)CC3)cccc2C1=O | 10
CN(C)c1ccc(S(=O)(=O)NCC(=O)OCC(=O)Nc2cccc(Cl)c2)cc1[N+](=O)[O-] | -7

Following part.
SMILES | RAD54 inh | esBAF inh | XiGFP reactiv | ERAP1 inh | RAD52 inh | ARNT TACC3 PPI | CFTR F508del cor | INS-1E GSIS act
O=C(c1ccc2c(c1)OCO2)N1CC[C@@H]2[C@@H](CO)Nc3ccc(C#Cc4ccccc4)cc3[C@@H]21 | 0 | -11 | 0.2 | / | / | 9 | 0.6 | 8
COc1cc2c(cc1NC(=O)c1cccc(F)c1)CCCC2 | 0 | / | 0.4 | / | / | 0 | / | -4
O=C(COC(=O)Cc1ccc([N+](=O)[O-])cc1)NCc1ccc2c(c1)OCO2 | -6 | -9 | 0.0 | 3 | -10 | -3 | -1.0 | 1
CN(Cc1ccon1)C(=O)c1ccc2nc(Cc3cccc(Cl)c3)oc2c1 | -2 | 0 | -0.1 | -1 | -8 | 35 | -0.3 | -10
CCCCSCCCNC(=O)CCCN1C(=O)c2ccccc2Sc2ncccc21 | -4 | 7 | 0.4 | 1 | -20 | -3 | / | -11
CC=Cc1ccc2n(c1=O)C[C@@H]1[C@@H](CO)[C@H](C(=O)N3CCc4ccccc4C3)[C@H]2N1CC (mixture of isomers) | -3 | 3 | 0.2 | 1 | 2 | -1 | / | 6
Cc1cc(C)cc(N(CC(=O)NC(C)(C)C)C(=O)CCC(=O)Nc2ccccn2)c1 | -7 | 2 | 0.1 | 3 | -5 | -2 | -1.4 | -3
CO[C@@H]1CN(C)C(=O)c2ccc(NS(=O)(=O)c3cccc(Cl)c3)cc2OC[C@@H](C)NC[C@@H]1C | -7 | 3 | 0.1 | 3 | -2 | -4 | -0.9 | -5
O=C(C[C@@H]1C[C@@H]2c3cc(NC(=O)Nc4ccccc4F)ccc3O[C@@H]2[C@H](CO)O1)NCCc1ccccc1 | 9 | 2 | 0.1 | 0 | 3 | -6 | 0.6 | 9
CCN1CCN(Cc2c(O)ccc3c2O/C(=C\c2ccccc2)C3=O)CC1 | / | / | 0.1 | 8 | -91 | / | -2.2 | 4
Cc1ccc(-c2ccc3c(c2)O[C@@H](CN(C)C(=O)CC2CC2)[C@H](C)CN([C@H](C)CO)S3(=O)=O)cc1 | 5 | -10 | -0.4 | -1 | 4 | 0 | 1.2 | -15
CCOC(=O)C1C(c2ccc(Cl)cc2)NC(=S)NC1(O)C(F)(F)F (configuration not stated) | / | / | -0.5 | 9 | -10 | 0 | 1.4 | 10

Screening results (PubChem)
